Thrombin inh = human alpha-thrombin inhibitors, primary screen, counter-screen for coagulation protease inhibitor project, biochemical, 1536-well, fluorogenic AMC substrate | actives 0.26% (n = 220,000) | inhibition, % at 5 µM | Boc-VPR-AMC fluorogenic substrate cleavage | AID 1046, 2008;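 active = inhibition at or above 40%; inactive = inhibition below 40%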;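 also: 0% = enzyme with no compound and 100% = wells without enzyme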
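System – human alpha-thrombin protein · Reagent – Boc-VPR-AMC substrate, 15 µM final · Compound – 5 µM single dose in 0.2% DMSO · Schedule – reaction at room temperature · Technique – AMC fluorescence at 355 nm excitation and 460 nm emission · Read-out basis – % inhibition relative to enzyme controls and enzyme-free blanks · Control set – no-compound enzyme wells and no-enzyme blanks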
FXIIa inh = human FXIIa protease inhibitors, primary screen, biochemical, 1536-well. AID 800, 2007. purified FXIIa, Boc-QGR-AMC fluorogenic substrate, 2 h. Coagulation factor XII (Homo sapiens), P00748. actives 0.3% (n = 220,000). inhibition, % at 5 µM; in the data active = inhibition above about 40%;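 also: 0% = enzyme with no compound and 100% = blank without enzyme; many of its hits are not listed in these tables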
Furin inh = human furin inhibitors, primary screen, biochemical, fluorescence intensity | P09958 | purified furin, fluorogenic substrate cleavage | inhibition, % at 30 µM | actives 0.061% (n = 220,000) | AID 463115, 2010; in the data active = inhibition above about 25%; also: inactives centre near -15
Target sequence (P09958 108-714 limits assumed): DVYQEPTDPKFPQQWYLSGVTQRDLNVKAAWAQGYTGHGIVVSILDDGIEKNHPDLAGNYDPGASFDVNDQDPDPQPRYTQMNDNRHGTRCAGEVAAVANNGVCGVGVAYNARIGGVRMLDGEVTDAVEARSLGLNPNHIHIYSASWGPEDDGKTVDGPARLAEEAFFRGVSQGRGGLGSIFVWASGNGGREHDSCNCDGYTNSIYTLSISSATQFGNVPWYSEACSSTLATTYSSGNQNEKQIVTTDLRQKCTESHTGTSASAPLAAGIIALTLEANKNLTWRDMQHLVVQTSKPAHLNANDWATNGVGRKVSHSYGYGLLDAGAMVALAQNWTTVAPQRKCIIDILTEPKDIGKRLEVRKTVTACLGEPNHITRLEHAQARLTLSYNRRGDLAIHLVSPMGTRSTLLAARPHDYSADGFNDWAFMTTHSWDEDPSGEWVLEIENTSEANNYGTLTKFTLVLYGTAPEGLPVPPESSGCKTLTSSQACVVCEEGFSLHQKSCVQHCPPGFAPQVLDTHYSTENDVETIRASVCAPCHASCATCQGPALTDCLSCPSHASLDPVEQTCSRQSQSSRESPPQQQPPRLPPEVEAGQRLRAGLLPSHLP
PERK inhibitor = block of dimerizer-induced PERK translation repression, primary screen, PERK inhibitor project, CHO PERK-DD cells, SEAP luminescence, HTS; CHO PERK-DD fusion, SEAP luminescence translation reporter; inhibition, % at 5.6 µM; actives 0.17% (n = 220,000); AID 1416, 2008;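 active = inhibition above the mean inhibition of all tested compounds plus 3 SD, set separately per screening campaign, cut at about 2.9% in these data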;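 also: PERK kinase domain activated by AP20187 dimerizer at 100 nM; 0% = DMSO with dimerizer and 100% = rapamycin at 8.4 µM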
KCC2 mod = KCC2 cotransporter modulators, thallium flux, primary screen, cell-based, HEK293 KCC2, FluoZin-2 fluorescence, MLSMR; Solute carrier family 12 member 5 (Homo sapiens), Q9H2X9; KCC2 cells, thallium flux FluoZin-2 fluorescence; B-score of Tl+ flux slope (higher = more flux/activation; lower = inhibition) at 10 µM; actives 2.2% (n = 190,000); AID 1456, 2008;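 active = thallium flux slope and its plate-corrected score both differing from the plate sample mean at a set confidence after two filtering rounds, in either direction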;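 also: slope of fluorescence scaled to starting intensity during 10 to 20 s after thallium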
FXIa inh 1536 = human FXIa protease inhibitors, primary screen, biochemical, 1536-well. AID 798, 2007. actives 0.14% (n = 220,000). inhibition, % at 5 µM. purified FXIa, Boc-Glu-Ala-Arg-AMC fluorogenic substrate;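 active = inhibition of at least 40%; inactive = inhibition below 40%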;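 also: fluorescence of freed AMC excited at 355 nm; 0% = enzyme without compound and 100% = no enzyme blank; many of its hits are not listed in these tables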
hK5 inh = human KLK5 protease inhibitors, primary screen, biochemical, 1536-well; inhibition, % at 5 µM; actives 0.59% (n = 210,000); recombinant hK5, fluorogenic AMC substrate cleavage; AID 873, 2007; Kallikrein-5 (Homo sapiens), Q9Y337;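 active = inhibition of 40% or more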;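 also: 0% = enzyme controls without compound and 100% = no-enzyme blanks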
Target sequence (Q9Y337 67-293 limits assumed): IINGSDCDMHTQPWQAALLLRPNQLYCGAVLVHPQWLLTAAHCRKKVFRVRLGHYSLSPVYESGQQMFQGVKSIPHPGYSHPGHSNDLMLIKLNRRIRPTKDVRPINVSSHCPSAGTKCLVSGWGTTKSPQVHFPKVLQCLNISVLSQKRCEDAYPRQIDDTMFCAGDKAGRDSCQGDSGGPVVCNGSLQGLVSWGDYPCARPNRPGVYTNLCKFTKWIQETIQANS
Rad51 HR inh = human RAD51 strand exchange inhibitors, primary screen, biochemical, fluorescence. DNA repair protein RAD51 homolog 1 (Homo sapiens), Q06609. actives 0.085% (n = 200,000). AID 1385, 2008. hRad51 DNA strand exchange, fluorescence dequenching. inhibition, % at 10 µM;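 active = inhibition above 40% at the single screening dose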;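 also: 0% = DMSO control wells and 100% = blanks with heterologous ssDNA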
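Material: hRad51 filaments on single-stranded DNA; Reagent: Donor/quencher-labelled 47-bp dsDNA substrate; Compound: 10 µM final, single point; Schedule: 37 °C 15-min filament assembly, 30-min compound preincubation, 15-min exchange; Technique: FRET fluorescence, excitation 485 nm, emission 520 nm; Benchmarks: control wells and blank wells on each plate.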
m-calpain inh = inhibitors of pig calpain II, primary screen, biochemical, fluorogenic peptide substrate, 1536-well; AID 1236, 2008; actives 0.37% (n = 220,000); purified calpain II, 30 min; inhibition, % at 16 µM;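 active = inhibition above about 50%, limit read from the data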
Numbers without * were called inactive; i = inactive; · = no result given; [ ] = another dose, or the depositor's remark.

SMILES	Thrombin inh	FXIIa inh	Furin inh	PERK inhibitor	KCC2 mod	FXIa inh 1536	hK5 inh	Rad51 HR inh	m-calpain inh
CC(C)(C)n1nnnc1C(c1ccncc1)N1CCCCCC1 (stereo not drawn)	3	13	-27	0.3	0.71	3	-12	-5	17
Cn1c(=O)oc2cc(S(=O)(=O)N3CCC(C(=O)NCc4ccc(F)cc4)CC3)ccc21	-3	6	-9	0.5	·	-5	-1	2	-2
O=C1C(c2ccc(F)cc2)N(C2CCCCC2)C(=O)CN1C1CCCC1 (stereo not drawn)	-3	14	-1	-1.1	-0.22	-2	0	2	16
Cc1ccc(C2SCC(C(=O)O)N2C(=O)c2ccc(F)cc2)cc1 (stereo not drawn)	-5	8	-19	1.6	-0.015	-1	-15	·	-7
Cc1ccc(/C=N\NC(=O)/C(=C\Nc2nccc(C)n2)NC(=O)c2ccccc2)cc1	0	14	-18	1.0	·	0	4	-2	25
Cc1cccc2c1c1ccc3c(c1n2C)C(=O)C=CC3=O	-7	8	-12	0.2	0.055	2	0	·	-45
Cc1ccc(CC(=O)Nc2ccc([N+](=O)[O-])cc2C)cc1	-6	-3	-15	-0.3	1.3	-6	-11	0	-8
O=C(Nc1nc(-c2ccccc2)cs1)c1cccc(S(=O)(=O)N2CCN(Cc3ccccc3)CC2)c1	-8	-4	-10[20 µM]	-0.5	0.4	-3	-24	·	-471
COc1ccc(C(C)=O)cc1COC(=O)c1cc(C)oc1C	-2	16	-19	-1.0	·	7	17	7	2
CN1CCN(C(=S)c2ccc(-c3cccc(Cl)c3Cl)o2)CC1	-1	9	-17	-1.4	0.13	0	-8	·	-7
CCOC(=O)N1CCC(N2C(=O)c3ccc(C(=O)O)cc3C2=O)CC1	1	9	-16	1.7	0.22	-3	0	3	6
O=C(c1ccccc1-c1nc(-c2ccc(F)cc2)no1)N1CCCC1	-1	-1	-8	-0.8	-0.34	-11	-4	-3	10
CC(C)(Oc1ccc(CCNC(=O)c2ccc(Cl)cc2)cc1)C(=O)O	·	0	-10	0.0	1.2	-10	-7	-4	23
COC(=O)CNC(c1ccccc1)c1cc(C)ccc1NC(=O)CNC(=O)OCc1ccccc1 (stereo not drawn)	3	6	-12[20 µM]	-2.0	-0.31	0	-21	-11	-28
COc1ccccc1OCCCCCc1c(C)n[nH]c1C	3	15	-8	-0.1	-0.59	-1	-14	-7	-7
COCC(=O)Nc1ccccc1NC(C)=O	-3	5	-19[20 µM]	1.1	·	6	1	-4	-38
Cc1cc(C)n(-c2nc(-c3ccccc3)cs2)n1	6	17	-14[20 µM]	0.2	0.9	5	1	-4	-30
CCc1cc[n+](C2=C([O-])c3ccccc3C(=O)/C2=N\S(=O)(=O)c2cccs2)cc1	0	13	5	0.2	0.56	5	-26	-6	-30
C/C(Cn1nnc([N+](=O)[O-])n1)=N\NC(=O)c1ccc(O)cc1O	-8	8	-23	1.2	-0.48	-6	-2	9	4
CC(C)CC(NC(N)=O)C(=O)NCc1ccccc1Cl (stereo not drawn)	1	0	-38	0.1	0.042	9	-18	3	-19
Cn1c(SCCOc2cccc(Cl)c2)nnc1-c1ccncc1	-3	12	-26	0.2	·	0	4	7	9
CN(C(=O)c1ccncc1)C1CCS(=O)(=O)C1 (stereo not drawn)	0	-5	-22	-0.1	·	12	1	2	15
CNC(=O)c1cc(NC(=O)CCn2nc(-c3ccc(C)cc3)c3ccccc3c2=O)ccc1OC	-4	8	-20	-1.0	-1.2	-1	-4	·	-14
O=C(NCc1cccnc1)C(=O)NCC1OCCN1S(=O)(=O)c1ccc(Cl)cc1 (stereo not drawn)	1	9	-14	-0.3	-0.45	3	-9	-10	-4
Cc1ccc(C)c2[nH]c(=O)c(CCNC(=O)c3cc4ccccc4o3)cc12	-6	2	-19	0.9	0.086	-4	-20	0	-30
C=CCSc1nnc(CSc2nc3sc4c(c3c(=O)[nH]2)CCCC4)n1-c1ccccc1	1	0	-4	0.1	-0.41	-5	-16	-5	-64
Cc1ccc(S(=O)(=O)N2CCCCC2)cc1NC(=O)Cc1c[nH]c2ccccc12	1	5	-4	-0.2	1.4	20	-5	-18	-21
COc1ccc(N2C(=O)[C@@H]3C(c4cccnc4)=NO[C@@H]3C2=O)cc1	1	7	-9	1.7	0.48	8	7	20	-1
CC(=O)NC(CC(=O)O)c1ccc(F)cc1 (stereo not drawn)	-4	5	-22	0.5	1.9	-4	1	-23	-31
Cc1cc2nncn2c2ccccc12	-3	11	-22[20 µM]	0.5	0.36	0	-5	8	-7

Compound profiles, as listed above:
Results for Cc1cccc2c1c1ccc3c(c1n2C)C(=O)C=CC3=O → Thrombin inh: -7; FXIIa inh: 8; Furin inh: -12; PERK inhibitor: 0.2; KCC2 mod: 0.055; FXIa inh 1536: 2; hK5 inh: 0; Rad51 HR inh: ·; m-calpain inh: -45
Results for Cc1cc2nncn2c2ccccc12 → Thrombin inh: -3; FXIIa inh: 11; Furin inh: -22[20 µM]; PERK inhibitor: 0.5; KCC2 mod: 0.36; FXIa inh 1536: 0; hK5 inh: -5; Rad51 HR inh: 8; m-calpain inh: -7

(list continues)
SMILES	Thrombin inh	FXIIa inh	Furin inh	PERK inhibitor	KCC2 mod	FXIa inh 1536	hK5 inh	Rad51 HR inh	m-calpain inh
CCc1ccc(NC(=O)CSc2nc3cc(C(=O)OC)ccc3c(=O)n2Cc2ccco2)cc1	1	13	-14	0.5	-0.99	6	-25	-9	39
Cc1noc(/C=C/NCc2cccnc2)c1S(=O)(=O)N(C)CC(=O)N1CCc2ccccc21	-1	12	-20	1.1	0.4	3	-1	4	22
O=C(NCc1ccccc1)c1ccc(C(=O)N(C2CCCCC2)C2CCCCC2)cc1	-1	14	-7[20 µM]	-2.4	-1.6	-7	-11	1	-19
COc1ccc(-c2nc(CS(=O)CC(=O)NCC3CCCO3)c(C)o2)cc1 (stereo not drawn)	-4	9	-31	0.6	·	0	-28	0	-15
CCCn1c(SCC(=O)Nc2ccc(Cl)cc2)n[nH]c1=O	0	2	-21	0.4	0.18	-9	-4	5	-7
Cc1ccc(F)c(NC(=O)/C(C#N)=C(\O)c2ccc(C(C)(C)C)cc2)c1	-7	2	-18	0.6	-5.6*	-4	-5	2	18
CS(=O)(=O)N1CCN(c2ccc(NC(=O)C(c3ccccc3)c3ccccc3)cc2)CC1	0	9	-20[20 µM]	-0.8	0.021	4	1	-1	-10
O=[N+]([O-])c1ccc([C@H](O)[C@H](CO)N=Cc2ccccc2O)cc1	5	7	-9[20 µM]	-0.8	·	6	-20	4	-4
COC(=O)c1ccccc1NC(=O)CC(NCc1ccccc1)C(=O)O (stereo not drawn)	·	·	-2[20 µM]	0.4	-0.09	·	·	-18	·
CN(C)/C=N/c1nc2nccc(-c3cccs3)n2n1	-25	-10	-58	0.5	-0.037	-8	-58	-35	i
C=CCn1c(SCC(=O)NCc2ccccc2)nnc1-c1ccccc1O	-1	13	-18[20 µM]	0.5	-0.38	-5	-12	-1	16
O=C(Nc1ccc(F)cc1)N1CCN(CCc2ccccc2)CC1	0	7	-29	1.0	-2.7	1	·	·	-5
CCOC(=O)c1c(C)sc2c1N(C(=O)CN(CC)CC)c1cc(Cl)ccc1S2	-3	10	-7[20 µM]	-1.4	0.082	-2	11	1	-24
Cc1cc(C)nc(N2CCCC(C(=O)NCc3ccc4c(c3)OCO4)C2)n1 (stereo not drawn)	-4	10	-13	-0.4	-0.49	-1	2	·	-21
COc1cccc(N2CCN(C(=O)C3CCN(S(=O)(=O)c4cccs4)CC3)CC2)c1	-3	5	-17	1.1	0.13	0	1	4	-13
Cc1nc([N+](=O)[O-])c(NCCCO)n1Cc1ccccc1	2	1	-6	1.4	0.039	-3	-15	-1	-11
COc1ccc2c(c1)S/C(=C\C(=O)c1ccncc1)N2C	-1	15	-5	-0.4	-0.2	-4	-6	5	20
Cc1ccc(/C=C(\C#N)C(=O)Nc2cccc3ncccc23)o1	-11	-4	5	0.0	-1.3	-3	-32	-8	-44
COc1ccccc1CNC(=O)c1ccc(CS(=O)(=O)c2ccccc2OC)o1	-9	18	-18	-1.2	-0.82	-1	-9	-14	-37
O=C(CSc1nccn1-c1ccc(Cl)cc1)NCc1ccc2c(c1)OCO2	7	10	-32	0.4	-1.4	5	-1	-4	15
COC(=O)N/N=C/c1cn(Cc2ccc(Cl)cc2Cl)c2ccccc12	-3	-4	-16	-1.1	-0.25	-5	7	7	6
COc1cc2c(cc1OC)C(C)N(C(=S)NC(=O)c1ccccc1)CC2 (stereo not drawn)	-6	1	-16	-0.7	21*	-7	-4	4	-3
CCOC(=O)CCC(=O)N1CCOCCOCCOCC1	3	12	-3[20 µM]	0.7	-0.65	4	-8	6	-4
O=C(Nc1nnc(SCC(=O)N2CCCc3ccccc32)s1)c1ccccc1	2	3	-22	-0.3	-1.2	9	-2	3	1
COc1ccc(-c2nn(-c3ccccc3)cc2CO)cc1OC	-1	11	-13	0.5	-0.0074	1	7	1	-9
O=C(CCl)N(c1ccccc1)c1c[nH]c2ccccc12	-8	-10	-6[20 µM]	-0.8	-1.8	-13	8	13	-11
COc1ccccc1NS(=O)(=O)c1ccc(Cl)c(NC(=O)CN2C(=O)c3ccccc3C2=O)c1	1	6	-26	0.3	0.0036	3	3	·	-36
O=C(CN(C(=O)CNS(=O)(=O)c1ccccc1)C1CCCC1)NCc1ccco1	-5	0	·	·	·	0	-8	-1	1
Cc1cccc(C)c1OC(=O)CSc1nnc(-c2ccccc2O)o1	-3	5	-15[20 µM]	0.8	·	1	1	1	-386
O=[N+]([O-])c1ccc(C[n+]2cccc3c4ccccc4ccc32)cc1	-1	-4	-24	0.6	-0.0043	-7	-23	2	-213
COc1ccc(C)cc1NC(=O)C(OC(=O)CNC(=O)c1cccc(F)c1)c1ccccc1 (stereo not drawn)	-4	2	-14	0.9	0.53	-2	-2	-5	23
Cc1nc2c(C)cccc2cc1C(=O)N/N=C/c1ccc(C(=O)O)cc1	-6	6	-15	0.0	0.58	-3	-1	i	-23
Cc1ccc(-c2nnc(SCC(=O)N3CCCC3)o2)cc1	-2	10	-15	0.0	0.18	-3	-11	-5	-40
CC(C(N)=O)N1C(=O)C2C3C=CC(C3)C2C1=O (stereo not drawn)	-2	28	-20[20 µM]	0.2	-0.21	11	2	-6	27
COc1ccccc1CNC(=O)CSc1nc(N)c(C#N)c(-c2cccs2)c1C#N	1	20	0[20 µM]	-1.1	-0.17	-12	3	1	-18
Cc1ccc2c(CN3C(=O)NC4(CCCCC4)C3=O)cc(=O)oc2c1C	2	11	-11	-1.5	-0.92	7	-9	0	-28

Printed as active in KCC2 mod (from the list above):
Structure,FXIIa inh,Furin inh,PERK inhibitor,KCC2 mod,FXIa inh 1536,hK5 inh,Rad51 HR inh,m-calpain inh
Cc1ccc(F)c(NC(=O)/C(C#N)=C(\O)c2ccc(C(C)(C)C)cc2)c1,2,-18,0.6,-5.6*,-4,-5,2,18
COc1cc2c(cc1OC)C(C)N(C(=S)NC(=O)c1ccccc1)CC2 (stereo not drawn),1,-16,-0.7,21*,-7,-4,4,-3

An excerpt; count on the stated rates, not on these rows.
